# UPR XBP1 act: activators of adaptive arm of unfolded protein response (XBP1); CHO-XBP1 luciferase reporter, IRE1-XBP1 UPR activation, luminescence; percent of tunicamycin response, DMSO as zero; activation, % at 20 µM; 330,000 tested, 0.33% active; AID 463104;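 active = versus positive control, 20 µM dose yields 30% or more activation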;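 also: 100% = tunicamycin at 10 µg/mL and 0% = DMSO only wells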
#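 Assay system: CHO-XBP1 luciferase reporter cells; Schedule: 6 h treatment, 37 °C; Detection: glow luminescence from Steady-Glo reagent; Benchmarks: high control tunicamycin 10 µg/mL final, low control DMSO vehicle only.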
# 697 NFkB inh: inhibitors of the PMA/ionomycin-induced NF-kB reporter in 697 B cells. 697 B-cell NF-kB luciferase reporter, 16 h. inhibition, % at 4 µM. 330,000 tested, 0.33% active; in the data active = inhibition above about 35%
# APJ agonist: APJ receptor agonism | P35414 | CHO-K1 APJ PathHunter beta-arrestin, luminescence; 0% DMSO wells, 100% apelin | activation, % at 20 µM | 330,000 tested, 0.11% active;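 active = activation more than six SD over the plate average, tested at 20 µM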;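 also: 0% = DMSO alone and 100% = apelin-13 at 10 nM; some results filed as inactive read as strong as hits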
# Target sequence (P35414 whole entry, looked up): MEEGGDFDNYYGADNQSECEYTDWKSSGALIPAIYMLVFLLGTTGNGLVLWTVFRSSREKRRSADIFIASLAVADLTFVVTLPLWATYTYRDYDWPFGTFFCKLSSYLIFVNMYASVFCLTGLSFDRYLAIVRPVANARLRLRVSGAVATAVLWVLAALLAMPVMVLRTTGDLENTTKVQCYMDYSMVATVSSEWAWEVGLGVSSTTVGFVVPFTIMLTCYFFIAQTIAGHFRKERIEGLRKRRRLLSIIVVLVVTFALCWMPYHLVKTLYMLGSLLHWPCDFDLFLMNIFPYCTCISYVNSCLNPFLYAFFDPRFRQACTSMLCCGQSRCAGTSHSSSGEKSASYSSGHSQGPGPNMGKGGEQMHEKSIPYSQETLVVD
#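 Test system: CHO-K1 APJ beta-arrestin complementation cell line | Compound: Single test compound dose, 20 µM final, 1% DMSO | Incubation: Compound 90 min 25 °C, reagent 1 h | Measured by: beta-gal luminescence | Read-out basis: APJ–arrestin association signal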
# APJ antagonist: APJ receptor antagonism; 330,000 tested, 0.32% active; CHO-K1 APJ beta-arrestin complementation, luminescence; P35414; inhibition, % at 20 µM;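 active = inhibition above about 40% at 20 µM, limit read from the data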;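 also: cells challenged with 10 nM apelin-13 agonist together with compound; plate controls were apelin-13 plus DMSO wells for no effect and DMSO wells lacking apelin-13 for full effect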
# Mdm2 MdmX PPI: disrupts the human Mdm2-MdmX interaction | O15151+Q00987 | SaOS-2 split-luciferase Mdm2/MdmX complementation, luminescence | inhibition, % at 8 µM | 330,000 tested, 3% active;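 active = inhibition of at least 50% at 8 µM in the primary screen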
# CHOP UPR activ: activators of apoptotic arm of unfolded protein response (CHOP); CHO-CHOP luciferase reporter, UPR activation, luminescence; percent of tunicamycin response over DMSO baseline; activation, % at 10 µM; 330,000 tested, 0.34% active; AID 449763;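 active = at 10 µM dose, activation of 40% or more, normalized to positive control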;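 also: 100% = tunicamycin at 10 µg/mL and 0% = DMSO alone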
#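 System: CHO-CHOP luciferase reporter cell line | Buffer or medium: F12 medium containing 10% fetal bovine serum | Doses: One dose, 10 µM in 0.5% DMSO | Times: 6 h compound exposure at 37 °C after overnight seeding | Signal: Luciferase luminescence | Read-out: % activation vs tunicamycin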
# tim23-1 inh: growth inhibitors of tim23-1 mutant yeast; S. cerevisiae tim23-1 growth, BacTiter-Glo luminescence, 24 h; inhibition, % at 20 µM; 330,000 tested, 1.3% active;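 active = growth inhibition of the mutant yeast at or above 50%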;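 also: temperature-sensitive mutant grown at 25 °C; plate controls were DMSO-treated mutant yeast for no effect and medium wells lacking yeast for full effect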
# Jurkat NFkB inh: lowers PMA/ionomycin-induced NF-kB signal in Jurkat cells; PMA/ionomycin-induced NF-kB luciferase reporter, luminescence; inhibition, % at 4 µM; 330,000 tested, 0.53% active; in the data active = inhibition above about 50%
# An asterisk follows results filed as active.
SMILES,UPR XBP1 act,697 NFkB inh,APJ agonist,APJ antagonist,Mdm2 MdmX PPI,CHOP UPR activ,tim23-1 inh,Jurkat NFkB inh
CC(C)CC(=O)NC(NC(=S)Nc1ccccc1)C(Cl)(Cl)Cl (configuration not stated),0,29,-1,1,18,0.8,-7,7
CSCCC(NC(=O)c1ccc(Cl)cc1Cl)C(=O)N1CCCCCCC1 (configuration not stated),-4,-25,9,-7,26,1.1,39,-9
Cc1cnc(NC(=O)c2ccc(-c3nc4ccccc4s3)o2)s1,1,-21,0,10,0,2.4,23,-13
CCOC(=O)c1c(N)sc2c(OC)c(Br)ccc12,2,10,-3,14,-15,6.4,39,-5
CCc1ccc(-c2nnn(Cc3nn[nH]n3)n2)cc1,2,-5,0,-10,-45,-0.3,6,-5
Cc1cccc(NC(=O)CSCC(=O)N(C)Cc2c(F)cccc2Cl)c1,-3,7,-6,3,14,-0.1,23,12
Cc1cc(N(C)C(=O)c2ccc3c(c2)S(=O)(=O)c2cc(Cl)ccc2C3=O)c(C(F)(F)F)o1,-2,27,2,-26,15,1.5,-6,-1
Cc1c(NC(=O)CCC2CCCCC2)cc(C(=O)N2CCOCC2)cc1[N+](=O)[O-],0,25,-2,-24,-15,-0.7,7,-11
COc1ccc(C(=O)Nc2ccc(Nc3ccccc3)cc2)cc1[N+](=O)[O-],-4,-44,2,20,13,1.2,52*,-17
Cc1c(OC(C(=O)O)c2ccccc2)ccc2c(-c3ccccc3)cc(=O)oc12 (configuration not stated),-1,7,-2,7,-8,0.2,-16,9
COC(=O)c1cc(S(=O)(=O)Nc2ccc(C)c(F)c2)c[nH]1,-2,10,-2,9,-8,-0.9,-5,-9
Cc1ccc(NC(=S)N(CCN(C)C)C(C)c2ccco2)cc1Cl (configuration not stated),-3,7,-1,-9,27,2.5,29,0
Cc1ccc(C(=O)Oc2ccc(/C=C3\C(=N)N4N=C(N5CCOCC5)SC4=NC3=O)cc2)cc1,13,-15,-8,23,-20,7.2,17,-15
CC(C)Oc1ccc(CCNC(=O)CC2C(=O)NCCN2C)cc1 (configuration not stated),-1,15,1,4,15,1.5,10,5
CC(=O)Oc1ccc(-c2nc3c(C)cccc3c(=O)o2)cc1,-1,21,-2,16,16,1.4,40,-1
O=C(/C=C/c1cccc([N+](=O)[O-])c1)n1cnc2ccccc21,-4,-43,-3,20,100*,-4.3,47,71*
Cc1nnc(SCC(=O)NC2CC2)s1,-3,10,-3,-3,11,-1.4,15,18
O=C(CSc1nnc(CNC(=O)c2ccc(F)cc2)o1)NCc1ccccc1Cl,-2,-6,2,10,6,1.2,5,4
CC(=O)C(Cc1cnc(Cl)s1)(Cc1cnc(Cl)s1)C(C)=O,-2,15,2,13,15,0.6,11,-3
CCOC(=O)c1nn(-c2ccc(F)cc2)c(=O)cc1OCC(=O)Nc1cccc(C)c1,3,18,3,-1,25,2.0,9,-3
Cc1cccc(NC(=O)CN(C)S(=O)(=O)c2cccc3nsnc23)c1C,-1,15,8,1,-16,0.9,20,3
CCc1cc2c(=O)n(-c3ccc(Br)cc3)cnc2s1,2,-104,-1,12,-115,7.6,13,-72
CCc1ccc(N(C(=O)c2csnn2)C(C(=O)NCc2ccccc2)c2ccco2)cc1 (configuration not stated),-1,3,-6,7,5,0.7,15,21
Cc1nc2ccccc2c2c1CC(C)S2 (configuration not stated),-1,-3,0,7,11,0.9,12,11
CSc1ccc(S(=O)(=O)NCC(=O)OCC(=O)NCc2cccs2)cc1[N+](=O)[O-],-4,25,-8,1,24,-0.7,-10,2
Cn1nccc1C(=O)NC(=S)Nc1cc(Cl)cc(Cl)c1,3,19,-7,33,25,-2.1,-13,14
COc1ccc(CC(=O)N2CCOCC2)cc1,5,4,-1,-12,0,-1.9,17,-10
Cc1nn(-c2ccccc2)c2sc(C(=O)NNC(=O)COc3cccc4ccccc34)cc12,3,-2,-1,2,3,-0.6,-46,-5
CCCCSc1nc(C(=O)O)cc(=O)[nH]1,2,12,-7,-8,1,-0.3,-10,4
Cc1ccc(CNC(=O)c2ccccc2NC(=O)CN2CC(C)OC(C)C2)cc1 (configuration not stated),0,22,1,7,-5,2.0,16,9
O=C(c1cc(F)c(F)cc1Cl)N1CCN(c2ncccn2)CC1,-5,19,-2,-5,2,-0.8,2,-8
COc1cc(N=Nc2ccccc2C(=O)O)ccc1O,1,-13,-5,9,8,0.4,16,-17
O=C(NCCCn1ccnc1)c1cc(Cl)cc(Cl)c1,-1,11,-4,18,4,0.5,3,-9
CCc1cc2cc(OC)ccc2nc1SCC(=O)Nc1cc(OC)c(OC)cc1C(=O)O,-2,7,-2,-19,17,-0.8,16,5
COc1ccc(-c2nc3c([nH]2)c(=O)n(C)c(=O)n3C)c(OC)c1,-1,4,0,-12,-15,0.0,8,-3
CO/N=C(\C(=O)N[C@@H]1C(=O)N2C(C(=O)O)=C(COC(N)=O)CS[C@H]12)c1ccco1,-7,13,-6,10,15,1.0,2,8
O=S(=O)(c1ccccc1)c1nnn2c1nc(NC1CCN(Cc3ccccc3)CC1)c1ccccc12,2,-10,3,-7,54*,7.1,-1,11
C=CCn1c(SCC(=O)Nc2ccc3c(c2)OCO3)nnc1-c1cc(Br)ccc1O,0,25,-2,18,37,1.0,27,9
CCOC(=O)N=Nc1c2ccccc2c2nc3no[nH]c3nc12,-6,33,-4,13,100*,-3.8,55*,60*
CN1CCN(S(=O)(=O)c2ccc(NC(=O)c3csc4ccccc34)cc2)CC1,3,-5,-3,-10,2,2.2,2,-9
Cc1c(NC(=O)Nc2ccccc2Cl)sc(=S)n1C,2,23,-2,16,-28,5.3,13,11
CC(C)c1ccc(S(=O)(=O)c2cn(Cc3ccc(F)cc3)c3cc4c(cc3c2=O)OCO4)cc1,-3,29,-1,3,9,2.2,-4,19
Cc1cc(=O)cc(C)n1-c1ccc(O)cc1,-2,-2,-3,2,-15,0.2,0,-4
Cc1nn(C)cc1CN(C)C(=O)CCc1nnc(CCC2CCCCC2)o1,0,-19,-3,-5,5,0.8,14,-7
CC(=O)Nc1ccccc1NC(=O)C/C(C)=N/NC(=O)c1ccncc1,-1,11,-2,-1,27,0.0,8,4
COc1ccc2c(c1)C(=O)N(CCc1ccc(S(=O)(=O)NC(=O)NC3CCCCC3)cc1)C(=O)C2(C)C,-7,17,-2,19,10,1.7,23,8
O=C1Nc2ccc([N+](=O)[O-])cc2OC1CCN1CCN(Cc2ccccc2)CC1 (configuration not stated),0,10,-2,-4,25,-0.3,-7,7
O=C1NC(Cc2ccccc2)C(=O)N1Cc1cc([N+](=O)[O-])cc2c1OCOC2 (configuration not stated),-1,19,0,-3,-9,1.0,22,-7
COc1cccc(S(=O)(=O)NCC(=O)N2CCCC2)c1,-2,-20,0,9,6,-0.4,-6,-10
C/C(=N\NS(=O)(=O)c1ccc([N+](=O)[O-])cc1)c1c[nH]c2ccccc12,-5,14,4,-20,15,-0.1,-1,-8
Cc1ccc(CNC(=O)C2CCC(CNc3c(N4CCOCC4)c(=O)c3=O)CC2)cc1 (configuration not stated),-3,12,-4,15,17,0.8,19,-4
Nc1cc(N)nc(SCC(=O)N2CCN(S(=O)(=O)c3ccccc3)CC2)n1,2,22,2,-7,25,1.1,8,-9
O=C(O)C1Nc2ccc(C(F)(F)F)cc2C2OCCC12 (configuration not stated),-2,22,-1,-4,19,2.7,15,5
COc1ccc(OCC(=O)Nc2nnc(-c3ccco3)s2)cc1,-3,1,5,-15,16,0.6,-21,1
Cc1onc(-c2ccccc2Cl)c1C(=O)Nc1cc(=O)n(C)c(=O)n1C,-5,9,-3,-21,13,1.4,-12,10
Cc1cccc(OCCOCCSc2ncccn2)c1,-2,-7,-3,-3,12,-2.6,3,-14
CC1CCN(Cc2nnnn2CCCC(=O)NCCN2CCOCC2)CC1,-2,-25,7,2,11,1.0,5,-10
O=C(CSc1nccn1Cc1ccco1)Nc1ccccc1C(F)(F)F,0,-15,-6,24,-2,5.1,24,-11
Cc1ccc(NC(=O)c2cccc3c2-c2ccccc2C3=O)cc1C,-1,22,-3,10,9,-0.2,14,-6
COc1ccc(-c2nnc(SCC(=O)N3CCCC(C)C3)o2)c(OC)c1 (configuration not stated),0,-1,-8,-11,18,-1.8,19,-21

# Complete entries from above. Order of screens: UPR XBP1 act, 697 NFkB inh, APJ agonist, APJ antagonist, Mdm2 MdmX PPI, CHOP UPR activ, tim23-1 inh, Jurkat NFkB inh
# Entry for `COc1cccc(S(=O)(=O)NCC(=O)N2CCCC2)c1` : -2, -20, 0, 9, 6, -0.4, -6, -10
# Entry for `COc1ccc(-c2nnc(SCC(=O)N3CCCC(C)C3)o2)c(OC)c1` (configuration not stated) : 0, -1, -8, -11, 18, -1.8, 19, -21
# Entry for `Cc1nn(C)cc1CN(C)C(=O)CCc1nnc(CCC2CCCCC2)o1` : 0, -19, -3, -5, 5, 0.8, 14, -7
# Entry for `O=C1NC(Cc2ccccc2)C(=O)N1Cc1cc([N+](=O)[O-])cc2c1OCOC2` (configuration not stated) : -1, 19, 0, -3, -9, 1.0, 22, -7
# Entry for `CC1CCN(Cc2nnnn2CCCC(=O)NCCN2CCOCC2)CC1` : -2, -25, 7, 2, 11, 1.0, 5, -10

# Retrieved by structure from the entries so far (3):
SMILES,UPR XBP1 act,697 NFkB inh,APJ agonist,APJ antagonist,Mdm2 MdmX PPI,CHOP UPR activ,tim23-1 inh,Jurkat NFkB inh
O=C(O)C1Nc2ccc(C(F)(F)F)cc2C2OCCC12 (configuration not stated),-2,22,-1,-4,19,2.7,15,5
Cc1ccc(NC(=O)c2cccc3c2-c2ccccc2C3=O)cc1C,-1,22,-3,10,9,-0.2,14,-6
O=C(CSc1nccn1Cc1ccco1)Nc1ccccc1C(F)(F)F,0,-15,-6,24,-2,5.1,24,-11

# (listing goes on)
SMILES,UPR XBP1 act,697 NFkB inh,APJ agonist,APJ antagonist,Mdm2 MdmX PPI,CHOP UPR activ,tim23-1 inh,Jurkat NFkB inh
COC(=O)c1ccc(CSc2cc(C)c3cc(C)cc(C)c3n2)o1,-2,-7,-5,3,-6,0.3,17,11
CC(C)n1c(N2CCN(C(=O)N3CCCCC3)CC2)nc2ccccc21,3,-8,-1,19,-15,1.7,33,4
O=c1c2ccccc2nc(CSc2nnnn2-c2ccccc2)n1-c1cccc(C(F)(F)F)c1,-1,10,-4,-6,18,-0.8,-17,-2
COc1ccc([N+](=O)[O-])cc1NC(=O)Nc1ccc(OC)c(OC)c1,10,13,-2,7,19,0.4,5,-6
Cc1ccc(NC(=O)c2cccs2)cc1NC(=O)c1cccnc1,-4,-4,-2,-16,27,-1.2,-6,-16
Cc1ccc2cccc(OCc3ccc(F)cc3)c2n1,-4,10,-2,4,14,1.6,28,2
CCCCC(=O)N1CCN(c2nc3ccc(F)cc3s2)CC1,-4,-152,0,12,-71,-1.5,9,-71
NC(=NC(=O)c1ccccc1)N1N=CCC1c1ccccc1 (configuration not stated),2,12,1,1,4,-2.6,10,-3
COc1ccc(Cl)cc1NC(=O)c1sc2nc(C)nc(N3CCOCC3)c2c1C,1,13,3,19,45,1.0,-9,-1
Cc1cccc(NC(=O)NNC(=O)COc2ccc3ccccc3c2)c1,-2,4,5,3,6,0.4,-2,-4
CCCCNC(=O)c1c[nH]c2ccc(S(=O)(=O)Nc3ccc(OCC)cc3)cc2c1=O,-2,-8,0,-5,-4,-1.3,24,4
COc1ccc(C(=O)NC2CCN(Cc3ccccc3)C2)cc1S(=O)(=O)N1CCOCC1 (configuration not stated),-1,13,-1,-3,-6,-1.0,7,3

# Screens as filed in PubChem.

# The order is random (roughly 5% active in at least one column).
